Source: PubChem BioAssay (several laboratories)
PvdQ inh: P. aeruginosa PvdQ acylase inhibition | 340,000 compounds, 0.063% hits | inhibition, % at 10 µM | purified PvdQ acylase, fluorescence plate reader | AID 488965; in the data active = inhibition above about 30%, passing the limit was not always enough;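 note: 0% = vehicle neutral wells and 100% = reference inhibitor wells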
SR-BI HDL uptake: inhibitors of mouse SR-BI mediated HDL lipid uptake; Q61009; ldlA[mSR-BI] CHO cells, DiI-HDL uptake fluorescence, 3 h; inhibition, % at 12.5 µM; 320,000 compounds, 0.96% hits; AID 488896;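 active = mean replicate inhibition of at least 70% and a set share of replicates each scoring 70 or more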;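 note: 0% = median of neutral control wells and 100% = median of positive control wells; values of inactives mirror those of a sister screen read the other way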
Target sequence (Q61009 whole entry, looked up): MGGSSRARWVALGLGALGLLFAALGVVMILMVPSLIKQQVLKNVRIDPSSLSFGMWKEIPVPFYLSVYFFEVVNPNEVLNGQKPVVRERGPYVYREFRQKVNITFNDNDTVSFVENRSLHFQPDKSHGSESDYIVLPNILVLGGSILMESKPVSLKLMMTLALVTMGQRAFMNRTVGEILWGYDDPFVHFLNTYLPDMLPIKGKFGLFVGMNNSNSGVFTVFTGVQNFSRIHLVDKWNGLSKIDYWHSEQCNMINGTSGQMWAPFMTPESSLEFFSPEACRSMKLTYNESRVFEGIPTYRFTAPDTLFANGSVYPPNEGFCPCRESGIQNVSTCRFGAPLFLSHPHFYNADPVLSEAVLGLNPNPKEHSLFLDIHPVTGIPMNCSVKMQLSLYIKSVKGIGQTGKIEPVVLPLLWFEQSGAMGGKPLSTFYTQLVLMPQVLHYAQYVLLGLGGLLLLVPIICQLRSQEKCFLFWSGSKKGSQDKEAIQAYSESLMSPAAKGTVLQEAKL
Keap1 Nrf2 FP: Keap1-Nrf2 (human) interaction inhibition; Keap1 Kelch-Nrf2 peptide fluorescence polarization, 1536-well; inhibition, % at 9.4 µM; 340,000 compounds, 0.15% hits; in the data active = inhibition above about 12%;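 note: human Keap1 Kelch domain with fluorescein labeled Nrf2 9mer peptide probe; 0% = neutral control wells and 100% = peptide positive control; higher means more block of Keap1 binding to Nrf2 peptide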
Target sequence (Q14145 whole entry, looked up, the tested form may be a part): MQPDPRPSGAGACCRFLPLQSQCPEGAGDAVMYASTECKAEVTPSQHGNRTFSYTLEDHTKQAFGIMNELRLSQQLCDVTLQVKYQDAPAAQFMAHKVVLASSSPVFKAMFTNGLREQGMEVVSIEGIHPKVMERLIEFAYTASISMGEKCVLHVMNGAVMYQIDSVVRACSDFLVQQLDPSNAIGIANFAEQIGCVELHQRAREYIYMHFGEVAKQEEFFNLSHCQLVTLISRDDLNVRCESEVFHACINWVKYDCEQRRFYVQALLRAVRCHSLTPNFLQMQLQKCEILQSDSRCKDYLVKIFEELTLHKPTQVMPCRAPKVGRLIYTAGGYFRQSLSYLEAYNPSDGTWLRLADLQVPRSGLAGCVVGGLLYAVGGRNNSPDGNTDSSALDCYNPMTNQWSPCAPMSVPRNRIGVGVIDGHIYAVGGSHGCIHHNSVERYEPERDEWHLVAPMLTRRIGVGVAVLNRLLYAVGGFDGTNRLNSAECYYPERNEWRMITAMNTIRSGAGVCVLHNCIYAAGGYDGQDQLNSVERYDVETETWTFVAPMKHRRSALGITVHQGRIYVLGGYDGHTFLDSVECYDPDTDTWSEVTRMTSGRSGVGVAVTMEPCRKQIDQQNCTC
NSD2 inh: NSD2 (human) methyltransferase inhibition; inhibition, % at 12.5 µM; AID 743445; 310,000 compounds, 0.54% hits; O96028; NSD2 peptide methylation, AlphaScreen, 120 min; in the data active = inhibition above about 50%
C-LANA FP: blocks KSHV LANA C-terminal domain binding to DNA; MBP-C-LANA/FAM-LBS DNA binding, fluorescence polarization; inhibition, % at 9 µM; 340,000 compounds, 0.078% hits; AID 504423;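 active = highest replicate inhibition at or above 60% at 9 µM, even if other replicates fall short; inactive = all replicates below 60% inhibition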;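 note: 0% = neutral control wells and 100% = 4 µM acridine orange control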
DAGLB inh: diacylglycerol lipase beta (human) inhibition; 340,000 compounds, 0.059% hits; Q8NCG7; AID 504411; inhibition, % at 5.17 µM; HEK293T DAGLB membrane lysate, EnzChek fluorogenic substrate; in the data active = inhibition above about 34%;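 note: 0% = enzyme with vehicle and 100% = wells lacking enzyme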
Arrestin-AP2 inh: inhibitors of human beta-arrestin and AP2 interaction. inhibition, % at 10 µM. 340,000 compounds, 0.31% hits. AID 504490. FITC-arrestin peptide / GST-AP2 beads, flow cytometry; AP2 beta2 appendage carries R879A mutation;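 active = inhibition above a set limit, near 3 SD of compounds lacking own fluorescence, cut at about 54% in these data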;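 note: plate controls were DMSO wells for no effect and 5 µM unlabelled arrestin peptide for full effect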
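Material – GST-tagged AP2 beta2-adaptin appendage (R879A) on 4 µm glutathione beads · Probe or stimulus – fluorescein-tagged arrestin peptide at 50 nM final · Timing – 12 min plus 1 h, RT · Detection – bead flow cytometry, FITC channel · Read-out basis – inhibition as reduced fluorescein signal on beads, percent · Medium – PBS plus Tween 20 (0.05%) and BSA (0.1%)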
PKA-R2B act: activates the human PKA-R2B holoenzyme complex | P22694+P31323 | PKA-R2B holoenzyme dissociation, Cy5-IP20 fluorescence polarization; R2B truncated from residue 108, S112A mutant; 0% DMSO only, 100% 113 µM cGMP | activation, % at 11.4 µM | 340,000 compounds, 0.079% hits;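 active = activation above a cutoff set at the mean over all compounds plus 3 SD, cut at about 18% in these data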;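 note: higher means more holoenzyme dissociation and a rise in polarization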
Cardiac RTF inh: cardiac RTF calcium desensitization. P19429+P45379. IANBD-labeled cardiac RTF, Ca2+ fluorescence. inhibition, % at 7.15 µM. 340,000 compounds, 0.12% hits;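 active = inhibition above the mean inhibition of all tested compounds plus 3 SD, cut at about 17% in these data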;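 note: assay run at fixed EC70 calcium of 1.6 mM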
SR-BI uptake up: SR-BI HDL lipid transfer activation. CHO ldlA[mSR-BI] cells, DiI-HDL uptake fluorescence, 3 h; 100 = double the neutral-control signal. activation, % at 12.5 µM. 320,000 compounds, 0.096% hits;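 active = mean replicate activation of at least 60% and every replicate at or above 60%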;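 note: 0% = median plate neutral-control signal and 100% = twice that signal; values of inactives mirror those of a sister screen read the other way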
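Material – SR-BI-overexpressing, LDLR-lacking CHO cells · Medium – BSA-supplemented, HEPES-buffered Ham's F12, pH 7.4 · Doses – single concentration · Times – compound with DiI-HDL co-incubation, 3 h at 37 °C · Measured by – bottom-read fluorescence, 550/595 nm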
The depositor's hits bear a star; / = no result given.

SMILES	PvdQ inh	SR-BI HDL uptake	Keap1 Nrf2 FP	NSD2 inh	C-LANA FP	DAGLB inh	Arrestin-AP2 inh	PKA-R2B act	Cardiac RTF inh	SR-BI uptake up
CCc1ccc(S(=O)(=O)Nc2cccc(C3OCCCO3)c2)cc1	-1.7	-15.6	-1.6	-2.2	1.6	/	39.6	/	/	15.6
Cc1ccc(S(=O)(=O)NCc2ccc3c(c2)cc(C)n3C)cc1	-1.7	-7.7	-1.0	/	0.4	6.0	27.0	1.5	-3.0	7.7
Cc1c(C(=O)Oc2cc(N)n(S(C)(=O)=O)n2)cccc1[N+](=O)[O-]	10.8	-12.7	-0.8	1.3	-0.5	0.0	9.9	-6.6	0.2	12.7
CCCCn1c(N)c(N(CC)C(=O)CCc2ccccc2)c(=O)[nH]c1=O	3.2	-25.1	-1.2	-6.2	0.2	2.5	38.2	-2.4	-11.6	25.1
COc1cccc(N/C=C/C(=O)c2ccc(Br)cc2)c1	-0.7	32.1	1.3	/	1.0	-4.2	26.2	-0.8	-30.4	-32.1
Cc1[nH]c2ccccc2c1SCc1nnc(SCc2ccccc2)n1C	-7.9	3.7	1.8	-4.0	-1.6	-1.1	-2.5	-2.9	-6.1	-3.7
c1ccc(NCc2cccnc2)cc1	-10.8	-25.8	0.1	1.7	-3.4	-1.6	-6.1	-2.3	-2.9	25.8
Fc1ccc(N2CCN(Cc3cnc(Oc4ccc(Br)cc4)s3)CC2)cc1	5.3	-29.2	-1.5	-1.1	-1.1	-11.2	15.8	-3.1	-6.1	29.2
O=C(NCC(F)(F)F)Nc1ccccn1	-4.8	10.0	-2.8	4.6	1.0	1.2	22.3	7.9	-8.6	-10.0
CCOC(=O)c1c(C)[nH]c(C)c1C(=O)COC(=O)c1cccnc1SC	0.9	9.3	-2.7	2.3	-0.9	-6.9	20.3	-2.2	-15.3	-9.3
O=C(CSc1cn(CCNC(=O)c2cccs2)c2ccccc12)NC1CCCC1	7.9	-23.3	-5.6	/	0.3	-3.1	3.9	1.0	-10.1	23.3
CCOC(=O)c1oc2cc(OCC(N)=O)ccc2c(=O)c1-c1ccc(OC)c(OC)c1	1.2	5.2	3.8	1.4	0.6	0.8	-0.6	7.3	-5.3	2.9
COc1ccccc1N1CCN(Cc2cn[nH]c2-c2ccc(F)cc2)CC1	-16.4	-11.8	-4.5	3.3	2.0	-5.4	-4.0	0.0	-6.4	11.8
Cc1ccc(S(=O)(=O)NNC(=O)c2c(O)c3ccccc3[nH]c2=O)cc1	-12.4	/	-2.8	-3.6	1.2	-8.3	-13.0	-6.4	-4.7	/
Cc1cc(Br)ccc1SCC(=O)OCC(=O)N1CCN(C(=O)c2ccco2)CC1	-1.8	-5.6	0.9	-0.5	-1.2	0.5	-0.7	5.1	4.5	5.6
CCN(CC1COc2ccccc2O1)C(=O)c1ccc(Cl)c(S(=O)(=O)N2CC(C)OC(C)C2)c1 (configuration not stated)	2.2	-11.4	0.4	4.0	-0.3	-2.4	-1.3	-6.3	2.1	11.4
CC1CCN(c2c(NCc3ccc(C(=O)N4CCc5ccccc54)cc3)c(=O)c2=O)CC1	-12.5	5.3	-0.3	/	0.0	3.7	-2.7	0.1	-10.1	-5.3
c1ccc(Cn2nnc(CNc3ccccc3)c2-c2c(CNc3ccccc3)nnn2Cc2ccccc2)cc1	-7.7	-15.0	-6.2	/	1.9	-4.5	-5.1	-12.6	3.0	15.0
CC(=O)c1cccc(NC(=O)c2cccc3ccccc23)c1	-3.0	32.7	1.3	-1.6	-2.1	-2.0	8.8	-1.0	2.4	-32.7
CCc1ccc(CNc2ccc(O)cc2)cc1	-7.5	2.7	-2.8	/	-0.5	5.5	36.0	-3.1	-1.1	-2.7
CN(C)CCCN(C(=O)COc1ccc(Cl)cc1)c1nc2cc3c(cc2s1)OCO3	14.8	-7.6	-2.1	5.0	-1.2	2.8	4.4	1.7	3.9	7.6
c1nnnn1C12CC3CC(CC(C3)C1)C2	-1.1	-1.6	-2.8	-5.5	1.2	3.1	-7.7	4.8	-5.9	1.6
CCOc1cccc(/C=N/NC(=O)c2cc(C3CC3)[nH]n2)c1O	-12.5	38.5	0.7	31.7	-1.1	1.2	3.0	0.9	-4.9	-38.5
CCOC(=O)C1(Cc2ccccc2C)CCCN(S(C)(=O)=O)C1 (configuration not stated)	-7.8	-2.3	-4.1	0.5	-1.0	0.2	-0.8	-1.2	2.4	2.3
CCc1nccn1-c1cc(C(C)(C)C)nc2c(-c3ccc(Cl)cc3)cnn12	-10.3	27.7	2.5	-0.2	0.7	0.6	-27.7	-6.1	7.3	-27.7
O=C(CCNC(=O)c1ccccc1Cl)NCc1ccco1	-3.0	-6.3	-1.1	-0.7	2.9	3.1	-2.4	-3.4	2.9	6.3
Cc1noc(C)c1C(=O)Nc1ccccc1N1CCOCC1	-7.9	0.9	-5.2	-1.6	0.9	2.5	-4.8	1.4	-8.5	/
CCOC(=O)c1[nH]c(C(=O)O)c(CCN(CC)CC)c1C	-4.6	-8.8	-1.5	0.0	0.9	4.2	-9.2	2.1	-4.7	8.8
Cc1ccc(C)n1-c1ccc(-c2ccnc(N)n2)cc1	-10.9	12.8	-9.0	2.5	-0.6	1.2	-3.5	2.0	-9.4	-12.8
CC1CCN(C(=O)CCNS(=O)(=O)c2ccccc2)CC1	3.1	-24.6	-0.5	-0.6	-0.9	2.7	-7.7	9.2	3.4	24.6
O=C(Cc1coc2cc(O)ccc12)NNC(=O)c1ccc(Br)s1	-6.8	15.4	1.8	0.6	2.2	2.6	0.7	-2.1	7.5	-15.4
COc1ccccc1C(=O)N/N=C(\C)CC(=O)Nc1ccccc1NC(C)=O	-8.3	-7.7	-1.7	-3.8	0.9	0.8	-3.6	-1.1	-4.1	7.7
CCCCc1ccc(Nc2nc(N3CCOCC3)nc(N3CCOCC3)n2)cc1	-7.4	32.0	-0.4	-4.9	-0.1	-2.1	-20.1	9.5	-6.7	-32.0
CN1C(=O)C(C)(C)c2cc(S(=O)(=O)NCC(=O)NCc3ccccc3)ccc21	0.1	-27.0	-0.1	/	0.5	0.7	1.5	-1.5	-1.5	27.0
O=C(O)c1cc(-c2ccc(Cl)cc2)n(-c2cccc(Cl)c2)n1	-9.6	-15.9	-2.5	-1.2	-3.2	2.5	-26.9	1.8	0.1	15.9
CCCCOc1ccc(CSC(=N)N)cc1Cl	-31.5	-8.2	-1.9	0.3	-0.6	0.7	-6.2	4.5	-6.1	8.2
CN1C(=O)C(O)(C2COC(C)(C)CC2=O)c2cc(Br)ccc21 (configuration not stated)	0.5	-0.9	2.4	15.5	-0.1	-1.4	20.6	-2.6	-0.8	0.9
CC(C)CN1CCC(Oc2cccc(C(=O)NCCc3ccccc3)c2)CC1	-16.1	-5.4	1.7	1.9	0.6	2.2	-16.3	1.8	-5.4	5.4
CS(=O)(=O)N(Cc1nnc(-c2cccs2)o1)c1ccc(Cl)cc1F	-9.6	-16.4	-1.6	12.5	-0.2	-5.1	10.7	-1.9	-7.5	16.4
CC(C)C[C@H](NC(=O)OC(C)(C)C)c1n[nH]c(=S)n1N	4.2	-8.8	0.5	-3.3	-1.9	0.6	1.0	-4.6	-6.0	8.8
CN(C)S(=O)(=O)c1ccc(C(=O)OCc2ccc(C#N)cc2)cc1	-19.2	3.1	-2.7	-8.7	-0.1	-3.1	-5.9	-12.9	-6.2	-3.1
CN1CCN(C(=O)c2ccc3c(c2)NC(=O)C(N2CCOCC2)S3)CC1 (configuration not stated)	-16.4	2.2	-0.6	2.1	1.7	-1.9	-5.1	7.9	-6.3	-2.2
COc1ccc(N=Nc2c(C)n[nH]c2C)cc1	-11.8	20.5	-0.4	11.9	0.5	1.6	8.5	5.3	-5.1	-20.5
Cc1nn(C)c(C)c1CN(C)S(=O)(=O)c1ccc(F)cc1	8.6	/	1.1	0.4	1.7	-0.4	21.1	-12.9	-15.0	/
COC(=O)c1sc(NC(=O)C2c3ccccc3Oc3ccccc32)c(C(=O)OC)c1C	-4.2	36.1	7.0	-1.5	0.1	-4.1	0.7	-1.2	-1.4	-36.1
CNC(=S)N1CCc2cc(OC)c(OC)cc2C1COc1ccc(F)cc1 (configuration not stated)	-0.7	16.9	0.5	0.6	0.9	-1.4	-1.9	-8.8	-3.7	-16.9
COc1ccc(NC(=O)COC(=O)CCNC(=O)c2ccco2)cc1Cl	-10.6	8.6	-3.8	-3.9	-1.3	0.2	-9.9	6.5	-7.5	-8.6
N#CC1CC(c2ccccc2)Nc2cc(Cl)ccc2N1 (configuration not stated)	-4.0	-1.2	3.5	13.3	0.8	-3.2	-6.2	-3.9	-1.2	1.2
O=C(N/N=C/c1ccc[nH]1)c1cccc(Br)c1	-9.4	-13.9	1.1	4.1	2.2	0.5	8.3	2.8	9.1	13.9
COCCNC(=O)c1ccc(CS(=O)(=O)c2ccc(OC)cc2)o1	-2.9	-7.3	4.0	/	0.0	1.5	9.3	-3.9	-9.2	7.3
Next part
SMILES	PvdQ inh	SR-BI HDL uptake	Keap1 Nrf2 FP	NSD2 inh	C-LANA FP	DAGLB inh	Arrestin-AP2 inh	PKA-R2B act	Cardiac RTF inh	SR-BI uptake up
NC(=O)NCC12CC3CC(CC(C3)C1)C2	-7.1	-1.6	0.5	-4.2	0.7	0.7	5.1	7.8	-8.2	1.6
CC(=O)c1c(C)[nH]c(C(=O)OCC(=O)Nc2cccc(S(=O)(=O)N3CCCC3)c2)c1C	-1.1	45.3	-2.2	2.1	-1.2	-0.8	-9.3	-1.9	4.6	-45.3
C/C(O)=C(\C#N)P(=O)(c1ccccc1)c1ccccc1	13.7	-25.9	-4.7	-1.0	-0.7	-0.2	-4.1	-1.1	-0.3	25.9
CN(C)C(=O)c1ccc(NC(=O)COC(=O)C2CCN(S(=O)(=O)c3ccc4c(c3)OCCO4)CC2)cc1	-11.2	7.8	-1.9	-1.5	-0.6	0.1	-30.5	-3.6	6.7	-7.8
O=C(COC(=O)c1ccc(Br)o1)NCCc1ccccc1	-9.5	-23.9	-3.8	0.0	0.0	-3.4	-4.0	0.4	-3.7	23.9
Cc1ccc2nc(SCC(=O)N3CCC(C)CC3)nc(=O)n2c1	-12.1	-17.6	-4.6	-1.3	-0.8	1.2	-4.6	-3.2	11.7	17.6

Reformatted with values under each structure: 2 of the compounds above
Values run as follows: PvdQ inh, SR-BI HDL uptake, Keap1 Nrf2 FP, NSD2 inh, C-LANA FP, DAGLB inh, Arrestin-AP2 inh, PKA-R2B act, Cardiac RTF inh, SR-BI uptake up
> C/C(O)=C(\C#N)P(=O)(c1ccccc1)c1ccccc1
    13.7, -25.9, -4.7, -1.0, -0.7, -0.2, -4.1, -1.1, -0.3, 25.9
> CN(C)C(=O)c1ccc(NC(=O)COC(=O)C2CCN(S(=O)(=O)c3ccc4c(c3)OCCO4)CC2)cc1
    -11.2, 7.8, -1.9, -1.5, -0.6, 0.1, -30.5, -3.6, 6.7, -7.8
